Compound activity as filed in PubChem BioAssay.
STEP inh: STEP phosphatase inhibitors, primary screen, biochemical, fluorescence intensity, uHTS | recombinant STEP, OMFP fluorogenic substrate | actives 0.25% (n = 360,000) | inhibition, % at 20 µM;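 active = inhibition at 20 µM, scaled per plate between control wells, above about 37%, limit read from the data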;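 note: 0% = DMSO with enzyme and substrate and 100% = substrate only without enzyme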
Target sequence (P54829 whole entry, looked up): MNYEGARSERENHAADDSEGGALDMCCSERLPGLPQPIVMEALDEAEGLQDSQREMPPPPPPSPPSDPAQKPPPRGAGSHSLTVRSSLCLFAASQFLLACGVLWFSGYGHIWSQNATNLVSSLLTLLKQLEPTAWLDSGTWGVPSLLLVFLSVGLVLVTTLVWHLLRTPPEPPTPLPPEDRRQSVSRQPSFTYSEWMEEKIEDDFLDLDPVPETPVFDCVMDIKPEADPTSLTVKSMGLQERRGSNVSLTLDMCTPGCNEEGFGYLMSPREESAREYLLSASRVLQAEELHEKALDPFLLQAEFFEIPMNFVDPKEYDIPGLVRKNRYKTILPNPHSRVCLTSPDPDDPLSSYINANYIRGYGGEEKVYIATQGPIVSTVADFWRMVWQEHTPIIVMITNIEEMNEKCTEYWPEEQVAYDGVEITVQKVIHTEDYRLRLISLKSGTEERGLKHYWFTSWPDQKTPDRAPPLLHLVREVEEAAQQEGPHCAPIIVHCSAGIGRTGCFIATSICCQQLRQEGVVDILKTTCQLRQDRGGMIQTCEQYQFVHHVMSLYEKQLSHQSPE
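Measure: Control-normalized % inhibition with plate pattern correction | Test system: STEP phosphatase, cell-free reaction | Medium: pH 6.0 Bis-Tris with DTT and Tween 20 | Technique: Fluorescence, 480/540 nm | Times: Reaction 20 min, ambient temperature | Doses: Single compound dose of 20 µM, 1% DMSO final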
Rpn11 inh: Rpn11 (PSMD14) deubiquitinase inhibitors, primary screen, biochemical, fluorescence polarization, uHTS. 26S proteasome non-ATPase regulatory subunit 14 (Homo sapiens), O00487. human 26S proteasome, Ub4-pepOG fluorescence polarization; 20S core pre-blocked with epoxomicin. calls only at 20 µM. actives 0.59% (n = 360,000). AID 588493, 2011;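 active = inhibition at 20 µM, scaled to each plate's controls, above about 33%, limit read from the data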
TbMetRS inhib: T. brucei MetRS inhibitors, primary screen, biochemical, luminescence; purified T. brucei MetRS, ATP depletion, Kinase-Glo luminescence; AID 624268, 2012; inhibition, % at 11.9 µM; actives 0.4% (n = 360,000);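 active = inhibition above a per-plate cutoff of the control wells' mean inhibition plus 3 SD, cut at about 5.5% in these data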;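 note: 0% = DMSO wells median and 100% = median of wells with control inhibitor compound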
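Test system: purified T. brucei MetRS enzyme. Also added: ATP, methionine and E. coli bulk tRNA substrates. Compound: 11.9 µM single point. Schedule: 15 min enzyme-compound preincubation, 2 h reaction, 10 min detection, 25 °C. Signal: luciferase luminescence of residual ATP, Kinase-Glo. Evaluation: percent inhibition versus plate control medians. Controls: DMSO wells, low control.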
DNMT1 inh: human DNMT1 methyltransferase inhibitors, primary screen, biochemical, molecular beacon, fluorescence, HinP1I cleavage, uHTS; DNA (cytosine-5)-methyltransferase 1 (Homo sapiens), P26358; inhibition (reported as % activation of signal), % at 10 µM; actives 0.83% (n = 360,000); AID 588458, 2011; in the data active = inhibition above about 50%
Scp1 inh: Scp-1 phosphatase inhibitors, primary screen, biochemical, colorimetric, uHTS; Carboxy-terminal domain RNA polymerase II polypeptide A small phosphatase 1 (Homo …; Recombinant Scp1, phosphopeptide, malachite green phosphate absorbance; inhibition, % at 20 µM; actives 0.88% (n = 340,000); AID 493091, 2011;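 active = inhibition above about 50% at 20 µM, limit read from the data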;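 note: plate controls were DMSO wells with enzyme for no effect and wells lacking enzyme for full effect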
Target sequence (Q9GZU7 76-261 limits assumed): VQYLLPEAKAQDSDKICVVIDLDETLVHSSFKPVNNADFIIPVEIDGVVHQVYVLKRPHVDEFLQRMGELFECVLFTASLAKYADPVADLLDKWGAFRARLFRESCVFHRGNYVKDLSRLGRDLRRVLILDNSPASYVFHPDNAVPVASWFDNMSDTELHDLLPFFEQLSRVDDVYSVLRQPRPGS
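Test system: SCP-1 phosphatase catalytic domain, residues 76-261; measured by: colorimetric phosphate reagent with accelerator and stabiliser, absorbance at 630 nm; timing: enzyme reaction 45 min at room temperature, colour 5 min, stabilisation 30 min; also added: Phosphorylated 17-residue peptide substrate; compound dosing: one concentration, 20 µM, with 1.0% DMSO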
NadD inh: inhibitors of S. aureus NadD, primary screen, biochemical, colorimetric, uHTS. purified NadD enzyme, colorimetric absorbance read-out. inhibition, % at 20 µM. actives 0.78% (n = 360,000). AID 602399, 2012. Nicotinate-nucleotide adenylyltransferase NadD (Staphylococcus aureus N315); in the data active = inhibition above about 26%; note: some compounds past the cut are filed as inactive
CSN deneddyl inh: inhibitors of CSN-mediated cullin deneddylation, primary screen, biochemical, fluorescence polarization, uHTS; AID 651999, 2013; actives 0.38% (n = 360,000); Purified CSN, SCF-Nedd8-OG deneddylation; COP9 signalosome complex subunit 5 (Homo sapiens), Q92905; inhibition, % at 12.5 µM;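 active = pattern-corrected inhibition above about 35%, with an unprinted fluorescence ratio check between 0.5 and 1.5, limit read from the data, passing the limit was not always enough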;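 note: 0% = enzyme with substrate and 100% = substrate without enzyme; some results filed as inactive read as strong as hits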
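Schedule: reaction 90 min, room temperature / Assay system: HEK293T-derived human Csn5 enzyme / Input: Csn5 at 0.24 nM final / Measure: inhibition of Csn5 cleavage, % / Control set: substrate-only high control, full reaction low control / Technique: fluorescence polarization of the substrate / Buffer or medium: Tris/NaCl/DTT buffer, pH 7.5 / Reagent: SCFSkp2-Nedd8OG substrate at 10 nM final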
SUMO1 PPI mod: modulators of SUMO1 protein-protein interactions, primary screen, biochemical, uHTS; Small ubiquitin-related modifier 1 (Homo sapiens), P63165; SUMO1 binding to a labelled peptide, TR-FRET, 1 h; inhibition, % at 20 µM; actives 0.33% (n = 360,000); in the data active = inhibition above about 37%
Target sequence (P63165 whole entry, looked up): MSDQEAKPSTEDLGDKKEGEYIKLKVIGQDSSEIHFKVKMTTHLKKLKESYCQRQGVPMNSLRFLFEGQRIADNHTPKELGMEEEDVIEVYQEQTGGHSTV
PABP1 MLLE inh: inhibitors of PABP1 MLLE–PAM2 peptide binding, primary screen, biochemical, fluorescence polarization, FITC-PAM2, GST-MLLE | Polyadenylate-binding protein 1 (Homo sapiens), P11940 | actives 0.36% (n = 360,000) | inhibition, % at 20 µM; in the data active = inhibition above about 35%, passing the limit was not always enough;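 note: plate controls were DMSO wells with GST-MLLE for no effect and wells lacking GST-MLLE protein for full effect; some results filed as inactive read as strong as hits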
LMPTP block: LMPTP phosphatase inhibitors, primary screen, biochemical, fluorescence intensity, uHTS | Low molecular weight phosphotyrosine protein phosphatase (Homo sapiens), P24666 | recombinant LMPTP-A, OMFP fluorogenic substrate | inhibition, % at 20 µM | actives 0.22% (n = 360,000) | AID 651560, 2012;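 active = compounds that cut the enzyme signal by at least half of the control window in the single-dose screen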;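 note: plate controls were DMSO wells with enzyme plus substrate for no effect and substrate without enzyme for full effect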
Target sequence (P24666 whole entry, looked up): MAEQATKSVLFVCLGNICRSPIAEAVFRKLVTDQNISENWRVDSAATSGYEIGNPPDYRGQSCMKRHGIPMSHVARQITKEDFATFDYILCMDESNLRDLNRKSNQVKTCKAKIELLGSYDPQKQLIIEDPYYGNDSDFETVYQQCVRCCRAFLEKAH
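Assay system: LMPTP-A phosphatase enzyme | Input: 0.625 nM enzyme | Also added: Fluorogenic phosphatase substrate OMFP at 400 µM final | Compound dosing: One test concentration per compound, 20 µM, with 3% DMSO overall | Schedule: 50 min enzyme reaction at room temperature, protected from light | Signal: Fluorescence intensity | Benchmarks: no-enzyme and uninhibited controls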
Active calls of the source: *; i = inactive; nt = not tested or not shown; + = active, no number.

SMILES | STEP inh | Rpn11 inh | TbMetRS inhib | DNMT1 inh | Scp1 inh | NadD inh | CSN deneddyl inh | SUMO1 PPI mod | PABP1 MLLE inh | LMPTP block
CC(=O)c1cccc(NC(=O)C(C)Sc2nnc3ccccn23)c1 (stereo not drawn) | 0 | i | -0.3 | -5 | nt | 3 | 2 | -5 | 0 | -2.3
CCNC(=O)C1(C)CCCN(C(=O)c2cc(-c3cccs3)oc2C)C1 (stereo not drawn) | -2 | i | -0.4 | 3 | nt | -1 | 3 | -5 | 0 | -0.8
CC1Sc2ccc(C(=O)NCc3ccccn3)cc2NC1=O (stereo not drawn) | 15 | i | -0.3 | 6 | 1 | -7 | 2 | 4 | 33 | 0.0
O=c1c2cc(F)ccc2sn1-c1ccccc1Cl | -1 | i | -0.8 | 1 | nt | 7 | -4 | 3 | 30 | -3.1
CCCC(C)C(=O)Nc1ccc(Cl)cn1 (stereo not drawn) | 2 | + | -0.7 | -1 | -8 | -1 | 5 | 2 | -17 | 0.4
COCCCNC(=S)N/N=C/c1ccc(O)cc1O | 2 | i | -0.4 | -2 | -4 | 4 | 1 | -5 | 26 | -1.9
COc1ccc(CNc2cccc3[nH]c(C(F)(F)F)nc23)cc1 | 1 | i | 0.6 | -23 | -12 | 4 | -1 | 2 | 1 | 0.9
O=C(COc1ccc(F)cc1)N1CCC(c2ccccc2)C1 (stereo not drawn) | 2 | i | -0.6 | 1 | -1 | 2 | -4 | -2 | -7 | -0.3
CC1(C)CC(NC(=O)COc2ccc3ccccc3c2)CC(C)(C)N1 | -2 | i | -0.3 | 1 | 1 | -8 | 0 | -6 | 1 | -0.8
Cc1ccc(NC(=O)C(C)OC(=O)C2CC3CCCC(C2)C3=O)cc1S(=O)(=O)N1CCOCC1 (stereo not drawn) | -3 | i | -0.2 | -11 | -5 | 16 | 6 | 4 | -75 | 0.6
CSc1ccccc1NC(=O)c1cc2c(=O)n3ccccc3nc2s1 | 1 | i | -0.3 | 3 | -6 | 6 | -1 | -3 | -6 | 0.9
COC(=O)CCC(=O)c1ccn(S(=O)(=O)c2ccccc2)c1 | -1 | i | -1.8 | 4 | 2 | -3 | 4 | 8 | 10 | 1.6

A few values from the results shown.
Entry of `CC1(C)CC(NC(=O)COc2ccc3ccccc3c2)CC(C)(C)N1` in PABP1 MLLE inh: 1
Entry of `CCNC(=O)C1(C)CCCN(C(=O)c2cc(-c3cccs3)oc2C)C1` (stereo not drawn) in NadD inh: -1
Entry of `O=c1c2cc(F)ccc2sn1-c1ccccc1Cl` in NadD inh: 7
Entry of `CSc1ccccc1NC(=O)c1cc2c(=O)n3ccccc3nc2s1` in LMPTP block: 0.9
Entry of `COC(=O)CCC(=O)c1ccn(S(=O)(=O)c2ccccc2)c1` in TbMetRS inhib: -1.8

3 entries from above, arranged by the value under Scp1 inh, lowest first:
structure | Rpn11 inh | TbMetRS inhib | DNMT1 inh | Scp1 inh | NadD inh | CSN deneddyl inh | SUMO1 PPI mod | PABP1 MLLE inh | LMPTP block
CSc1ccccc1NC(=O)c1cc2c(=O)n3ccccc3nc2s1 | i | -0.3 | 3 | -6 | 6 | -1 | -3 | -6 | 0.9
CC1Sc2ccc(C(=O)NCc3ccccn3)cc2NC1=O (stereo not drawn) | i | -0.3 | 6 | 1 | -7 | 2 | 4 | 33 | 0.0
COC(=O)CCC(=O)c1ccn(S(=O)(=O)c2ccccc2)c1 | i | -1.8 | 4 | 2 | -3 | 4 | 8 | 10 | 1.6

Next section:
SMILES | STEP inh | Rpn11 inh | TbMetRS inhib | DNMT1 inh | Scp1 inh | NadD inh | CSN deneddyl inh | SUMO1 PPI mod | PABP1 MLLE inh | LMPTP block
CC(C)Nc1nc(-c2cccnc2)nc(-c2ccc(Cl)cc2)c1C#N | 2 | i | -1.4 | 22 | 6 | -3 | 0 | -126 | 1 | 1.4
C=Cn1nc(C)c2ccccc2c1=O | -3 | i | -0.5 | 1 | -11 | 0 | 5 | 1 | -13 | -0.1
O=C(CSc1ncn[nH]1)c1ccc2c(c1)OCCO2 | 0 | i | -0.1 | -3 | -1 | -2 | 0 | -3 | 35 | 1.1
COc1cc2nc(COc3ccccc3[N+](=O)[O-])oc(=O)c2cc1OC | 2 | i | 0.3 | -5 | -4 | 3 | 0 | -3 | 0 | 0.6
COCc1nnc(NC(=O)C23CC4CC(CC(C4)C2)C3)s1 | 0 | i | -0.1 | 0 | -4 | -3 | 1 | 5 | 3 | -1.5
CCCNC(=O)Cn1c(=O)/c(=C\c2ccc(-c3ccc([N+](=O)[O-])cc3)o2)s/c1=C\C(=O)C(C)(C)C | -104 | nt | -0.7 | 17 | -8 | 30* | 35 | -36 | -50 | 4.0
Cc1cc(Cl)ccc1OCc1nnc(-c2ccccc2C)o1 | 1 | i | -0.2 | 1 | -5 | 5 | 1 | 5 | -1 | 2.7
CCSc1nnc(NC(=O)COc2ccccc2[N+](=O)[O-])s1 | -1 | i | 0.5 | 5 | -7 | -5 | -3 | -9 | 16 | 0.8
N#Cc1ccccc1Sc1ccccc1C(=O)Nc1ccc2ccccc2c1 | 2 | i | 1.1 | -12 | -13 | 2 | 5 | 2 | -2 | 2.9
CCCn1nc(NC(=O)COC)c2cc3cccc(C)c3nc21 | -1 | i | -0.6 | 2 | -4 | -6 | -1 | -11 | -11 | 1.0
COc1cc(Cl)nn(-c2ccccc2)c1=O | -15 | i | -0.4 | 3 | -4 | 3 | -2 | -5 | 1 | -0.5
CN1CCN(S(=O)(=O)c2ccc(NC(=O)c3ccc(F)cc3Cl)cc2)CC1 | 1 | i | 0.0 | 2 | 2 | -3 | 2 | 3 | 4 | -2.5
CN1C(=O)C(CC(=O)Nc2ccc(F)cc2)N(Cc2cccs2)C1=S (stereo not drawn) | 0 | i | -0.6 | 1 | -15 | -5 | 4 | 4 | -11 | 0.4
CC(O)c1cccc(NC2=CC(=O)CC(C)(C)C2)c1 (stereo not drawn) | 0 | i | -0.5 | -1 | -3 | 2 | 9 | -2 | 2 | -0.7
CC(=O)N1CCc2cc(S(=O)(=O)NCCCN3CCCCC3)ccc21 | -2 | i | 0.1 | 5 | -5 | -2 | 2 | 6 | 1 | -1.5
CC(C)(C)Nc1nc(Oc2ccc(=O)[nH]n2)nc(N2CCOCC2)n1 | -1 | i | -0.3 | 1 | 1 | -2 | -2 | -1 | 3 | -0.7
Cc1ccc(OCCCCNC(C)(C)C)c([N+](=O)[O-])c1 | -1 | i | -1.6 | 28 | -3 | 1 | -2 | -8 | -7 | -0.8
CCc1nnc(NC(=O)CSc2nnc(Cc3ccccc3)n2Cc2ccccc2)s1 | 3 | i | -0.3 | -1 | -1 | -1 | 1 | 3 | -53 | -0.2
CC1(C(=O)NCc2ccccc2)Cc2c(-c3cccc(C(N)=O)c3)ccnc2O1 (stereo not drawn) | 1 | i | 0.5 | 2 | nt | 2 | 0 | 6 | 5 | -1.1
COc1ccc(-n2c(SCC(=O)Nc3ccc4c(c3)OCO4)nc3ccccc3c2=O)cc1 | 1 | i | -0.2 | -7 | -9 | 7 | -6 | 0 | -11 | 2.5
CC(=O)c1cccc(NC(=O)CCc2nnc3ccc(NCc4ccco4)nn23)c1 | 5 | i | -0.2 | 8 | 59* | 1 | 3 | 18 | 8 | 7.0
COc1cc2nc(NC(=O)c3ccccc3)sc(=O)c2cc1OC | -4 | i | -0.2 | -6 | -7 | -13 | 13 | -2 | -13 | 2.1
O=C(NCc1cccnc1)c1cccn1-c1ncc(C(F)(F)F)cc1Cl | 1 | i | 0.1 | 2 | -11 | 0 | -6 | -3 | -5 | -0.7
FC(F)(F)c1ccc(-c2nnc(-c3cccnc3)o2)cc1 | -1 | i | 0.0 | 2 | -4 | -4 | 3 | 4 | 4 | -1.1
CCCCC(Sc1nc(N)c(NC(=O)c2ccc(OCC)cc2)c(=O)[nH]1)C(=O)O (stereo not drawn) | -2 | i | -1.3 | 2 | -3 | 6 | 3 | 9 | 24 | -3.5
COCOc1cccc(CN2CCC(C)(Oc3cccc(C#N)c3)C2)c1 (stereo not drawn) | -2 | i | -0.2 | -1 | nt | -2 | 2 | 11 | -5 | -0.6
O=C(O)C1C2C=CC(C2)C1C(=O)NCCc1ccncc1 (stereo not drawn) | 0 | i | -0.6 | 15 | 19 | 7 | -3 | 3 | -1 | -5.6
O=C(CN1C(=O)C2C3C=CC(C3)C2C1=O)N1CC(=O)N(CCc2ccccc2)C(=O)C1 (stereo not drawn) | 3 | i | -0.7 | 2 | -12 | -6 | 2 | 2 | -2 | -1.3
Cc1cc(C)c2ccc(Cl)cc2n1 | -2 | i | 0.0 | 17 | -1 | 2 | -1 | 0 | 1 | 0.2
O=C(O)CCN1C(=O)C(=C2CCCCCC2)SC1=S | -1 | i | -0.5 | 3 | 9 | 4 | -3 | -15 | 45* | -0.3
COc1ccc(-c2nc3ccccc3c(=O)n2CCCN2CCOCC2)cc1 | 0 | i | -0.1 | 1 | -6 | -4 | 5 | 8 | -3 | -1.1
